PfHsp90 yeast 2: growth inhibition of PfHsp90-expressing yeast, primary screen, antimalarial PfHsp90 inhibitor project, S. cerevisiae, BacTiter-Glo luminescence, single point, set 2. 0.32% of 310,000 active. BacTiter-Glo ATP, 48 h; yeast lacking PDR1 and PDR3 efflux regulators. inhibition, % at 9.4 µM. AID 504621, 2011;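 active means every replicate shows inhibition above about 80%, whatever the replicate mean, limit read from the data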;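 further: 0% = DMSO neutral controls and 100% = 20 µM radicicol positive controls; yeast relying on Plasmodium falciparum Hsp90 in place of its own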
Cardiac RTF inh: cardiac RTF calcium sensitivity inhibitors, primary screen, biochemical, IANBD-TnC fluorescence, EC70 calcium; Troponin I, cardiac muscle (Homo sapiens) + Troponin T, cardiac muscle (Homo sapiens) + …; IANBD-labeled cardiac RTF, Ca2+ fluorescence; inhibition, % at 7.15 µM; 0.12% of 340,000 active;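 active means inhibition above the mean inhibition of all tested compounds plus 3 SD, cut at about 17% in these data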;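 further: assay run at fixed EC70 calcium of 1.6 mM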
Mot1-301 SUMO: yeast Mot1-301 growth rescue at high temperature, primary screen, SUMOylation pathway inhibitor project, S. cerevisiae, ATP luminescence, 38.5C | S. cerevisiae Mot1-301 growth rescue; percent above DMSO median, 100 means doubled | growth rescue, % at 18.8 µM | 1% of 320,000 active | AID 2716, 2010;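 active means every valid replicate shows activation above 250% relative to neutral control wells; inactive means the rest, any valid replicate at or below 250%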;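 further: OY570 slx delta 5 strain wells were the positive control but not used for scaling; some compounds called inactive have numbers as strong as hits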
PvdQ acylase: P. aeruginosa PvdQ acylase inhibitors, primary screen, biochemical, fluorescence, plate reader and imaging, single point; PvdQ acylase [Pseudomonas aeruginosa LESB58]; purified PvdQ acylase; inhibition, % at 10 µM; 0.063% of 340,000 active; in the data active means inhibition above about 30%, passing the limit was not always enough;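 further: 0% = vehicle neutral wells and 100% = reference inhibitor wells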
dFosB act: activators of delta FosB homodimer, primary screen, biochemical, fluorescence polarization, TAMRA-CDK5 oligo, single point | Protein FosB (Mus musculus), P13346 | purified delta FosB; percent of positive-control signal above neutral wells | activation, % at 25 µM | 0.99% of 340,000 active | AID 493131, 2011;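 active means mean activation above about 17%, with every replicate also reaching it, limit read from the data, passing the limit was not always enough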;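 further: fluorescence polarization rise as delta FosB binds a TAMRA Cdk5 AP-1 oligo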
Target sequence (P13346 whole entry, looked up): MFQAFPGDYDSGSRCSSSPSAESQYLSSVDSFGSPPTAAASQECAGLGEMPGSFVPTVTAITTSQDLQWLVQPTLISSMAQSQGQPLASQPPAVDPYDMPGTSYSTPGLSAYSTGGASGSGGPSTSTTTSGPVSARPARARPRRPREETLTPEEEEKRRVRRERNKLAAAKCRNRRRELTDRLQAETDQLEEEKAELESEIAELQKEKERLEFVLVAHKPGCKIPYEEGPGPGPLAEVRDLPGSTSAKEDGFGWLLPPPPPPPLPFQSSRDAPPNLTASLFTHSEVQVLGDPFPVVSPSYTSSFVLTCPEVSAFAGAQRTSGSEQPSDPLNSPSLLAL
Keap1-Nrf2 PPI: Keap1-Nrf2 protein-protein interaction inhibitors, primary screen, biochemical, fluorescence polarization, single point; 0.15% of 340,000 active; Kelch-like ECH-associated protein 1 (Homo sapiens), Q14145; inhibition, % at 9.4 µM; Keap1 Kelch-Nrf2 peptide fluorescence polarization, 1536-well; AID 504523, 2011; in the data active means inhibition above about 12%;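 further: human Keap1 Kelch domain with fluorescein labeled Nrf2 9mer peptide probe; 0% = neutral control wells and 100% = peptide positive control; higher means more block of Keap1 binding to Nrf2 peptide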
cardiac RTF act: cardiac RTF calcium sensitivity activators, primary screen, biochemical, IANBD-TnC fluorescence, EC20 calcium. IANBD-labeled TnC RTF fluorescence at EC20 calcium; 0% EC20 calcium, 100% full calcium. activation, % at 7.2 µM. 0.24% of 340,000 active;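 active means activation above the mean over all tested compounds plus 3 SD, cut at about 30% in these data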;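 further: rise in fluorescence read as greater calcium sensitivity of cardiac thin filaments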
CDK5 inh: inhibitors of human CDK5/p35 kinase, primary screen, biochemical, single concentration; Cyclin-dependent kinase 5 (Homo sapiens) + Cyclin-dependent kinase 5 activator 1 (Homo …; Recombinant CDK5/p35, ADP-Glo luminescence, 60 min; inhibition, % at 10 µM; 0.01% of 330,000 active;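 active means highest replicate inhibition of at least 50% and at least 75% of replicates reaching 50%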;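 further: plate controls were DMSO neutral control for no effect and GW8510 at 10 µM for full effect; many of its hits are not listed in these tables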
Target sequence (Q00535 whole entry, looked up): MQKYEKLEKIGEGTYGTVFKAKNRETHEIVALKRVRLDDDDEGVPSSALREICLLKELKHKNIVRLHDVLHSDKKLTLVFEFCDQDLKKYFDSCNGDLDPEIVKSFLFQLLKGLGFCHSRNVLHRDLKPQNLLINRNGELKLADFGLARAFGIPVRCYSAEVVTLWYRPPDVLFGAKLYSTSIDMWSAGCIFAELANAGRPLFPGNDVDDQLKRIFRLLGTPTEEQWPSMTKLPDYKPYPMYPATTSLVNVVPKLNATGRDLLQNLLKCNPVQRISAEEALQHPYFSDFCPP
Target sequence (Q15078 whole entry, looked up): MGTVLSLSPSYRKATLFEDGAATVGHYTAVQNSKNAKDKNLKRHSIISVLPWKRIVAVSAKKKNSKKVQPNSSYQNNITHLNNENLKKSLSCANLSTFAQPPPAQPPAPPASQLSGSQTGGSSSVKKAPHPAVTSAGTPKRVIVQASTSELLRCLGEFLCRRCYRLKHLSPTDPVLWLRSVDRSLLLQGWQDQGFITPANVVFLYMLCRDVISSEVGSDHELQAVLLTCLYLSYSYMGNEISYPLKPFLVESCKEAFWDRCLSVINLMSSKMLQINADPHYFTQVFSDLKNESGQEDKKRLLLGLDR
NSD2 inh: NSD2 histone methyltransferase inhibitors, primary screen, biochemical, AlphaScreen, single concentration, set 2. Histone-lysine N-methyltransferase NSD2 (Homo sapiens), O96028. NSD2 peptide methylation, 120 min. inhibition, % at 12.5 µM. 0.54% of 310,000 active. AID 743445, 2014; in the data active means inhibition above about 50%
Rtt109 HAT inh: inhibitors of C. albicans Rtt109/Vps75 HAT, primary screen, biochemical, ThioGlo CoA-SH fluorescence, plate reader. Histone acetyltransferase RTT109 (Candida albicans (strain SC5314 / ATCC MYA-2876)), …. purified Rtt109/Vps75, 4 h. inhibition, % at 34.9 µM. 0.16% of 330,000 active;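 active means inhibition of at least 50% in every replicate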
LANA DNA inh: inhibitors of KSHV C-LANA binding to DNA, primary screen, biochemical, fluorescence polarization, FAM-LBS DNA, MBP-C-LANA, single point | inhibition, % at 9 µM | AID 504423, 2011 | Kaposi's sarcoma herpesvirus LANA C-terminal domain (residues 932-1162) DNA binding | 0.078% of 340,000 active;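 active means highest replicate inhibition at or above 60% at 9 µM, even if other replicates fall short; inactive means all replicates below 60% inhibition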;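 further: 0% = neutral control wells and 100% = 4 µM acridine orange control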
Active calls of the source: *; i = inactive; nt = not tested or not shown; & = joins results of further samples.

SMILES	PfHsp90 yeast 2	Cardiac RTF inh	Mot1-301 SUMO	PvdQ acylase	dFosB act	Keap1-Nrf2 PPI	cardiac RTF act	CDK5 inh	NSD2 inh	Rtt109 HAT inh	LANA DNA inh
CCn1c(=O)cc(OCC(=O)Nc2ccccc2C#N)c2ccccc21	nt	-5	77	-6	-31	-2	5	-1.1	nt	-4	0.5
Cc1ccc(S(=O)(=O)N2CCCN(S(=O)(=O)c3ccc(C)cc3)CC2)cc1	nt	0	-35	6	2	2	-2	-1.4	0	2	1.3
CCOc1ccc(CN2CCNC(=O)C2CC(=O)NCCc2ccccn2)cc1 (centres undefined)	6	7	-9	6	-6	-4	0	-1.4	-4	6	1.3
CCn1cnc2sc(C(=O)N3CCN(c4ccc(OC)cc4)CC3)c(C)c2c1=O	-13	-8	-5	-22	-2	-3	8	-2.4	nt	19	0.1
CC(=O)/C=C(/C)NC(Cc1c[nH]c2ccccc12)C(=O)O (centres undefined)	17	-9&-3	2&-4	-15&-12	-4&-4	-2&3	7&2	-0.5&-2.6	0&1	-6	-0.7&-0.8
Cc1cccc(NC(=O)CN2CCN(C(=O)c3ccc(OCc4cn5ccccc5n4)cc3)CC2)c1C	-6	-4	-19	-6	-14	-5	2	1.1	nt	5	-0.4
COc1ccc(OC)c(N2C(=O)CC(Cc3ccc(Cl)cc3)C2=O)c1 (centres undefined)	2	-2	214	4	-5	-3	-1	-1.1	1	5	1.8
CS(=O)(=O)N(CC(=O)NCCSc1ccc(Cl)cc1)c1ccc2c(c1)OCO2	-5	-1	1	-11	2	0	7	-0.4	-2	7	1.1
COc1ccc(NC(=O)c2ccc(CNS(=O)(=O)c3cccc(OC)c3)cc2)cc1	-3	-8	39	-16	7	2	-4	0.2	0	0	0.9
O=C(COC(=O)c1nc(Cl)ccc1Cl)Nc1cccc(S(=O)(=O)N2CCOCC2)c1	27	-4	nt	-10	-15	-5	4	-9.3	0	-13	-0.6
CCOC(=O)c1c(-c2ccc(F)cc2)csc1NC(=O)CCN1C(=O)c2ccccc2C1=O	-21	-11	i	-8	-3	-9	7	-0.1	0	5	-0.4
CC(C)(C)OC(=O)N(Cc1ccccc1)Cc1ccc(OCc2cccc(NC(=O)C3CC3)c2)cc1	-9	5	nt	1	-12	2	-4	0.2	nt	5	1.4
O=C(N/N=C/c1ccc(N2CCOCC2)cc1)c1cccs1	-1	-15	-9	-4	-1	-1	2	-0.3	-9	4	-0.9
CCCCC(CC)CNC(=O)c1ccc2c(c1)OCO2 (centres undefined)	-17	-12	-9	-1	-4	1	1	2.1	0	nt	0.7
Nc1nnnn1N=C1CCCCC1	20	-4	5	-10	-2	-3	4	-1.4	-1	10	3.2
CC(=O)N(C)c1ccc(NC(=O)c2ccc([N+](=O)[O-])cc2Cl)cc1	9	-6	-13	1	-1	-1	-6	0.4	0	-13	0.7
CC(Sc1nncs1)C(=O)Nc1ccc(Cl)cn1 (centres undefined)	-11	-3	223	0	-1	0	-1	0.1	-3	0	2.7
Cn1c(-c2ccc(C#N)cc2)c(C#Cc2ccccc2)c2ccccc21	-35	-7	nt	-33	-2	2	-3	-0.4	nt	10	1.3
Cn1nc(C(=O)NCc2ccccn2)c2ccccc2c1=O	-3	8	58	4	-11	-1	-5	1.6	0	-12	-1.2
O=[N+]([O-])c1cccc(Cl)c1N1CCOCC1	-3	-2	-11	0	2	1	3	-1.0	-1	-4	1.2
COc1ccccc1N(CN1CCCC1=O)C(=O)c1c(F)cccc1F	nt	0	-16	8	5	-1	3	-1.0	-6	1	0.2
COc1cccc(NC(=O)C(=O)c2cn(CC(=O)N3CCOCC3)c3ccccc23)c1	6	-3	0	-20	-7	-1	3	-0.2	nt	12	2.6
CC(C)CCNC(=O)CCSCCC(=O)NCCC(C)C	-4	-2	-15	-9	1	1	0	-0.4	nt	-5	-0.1
COc1ccc(OC)c(NC(=O)CCN2CCC(C)CC2)c1	8	4	9	-8	-3	-2	-4	-1.4	1	4	0.5
CCCNc1c(NC(=O)COc2ccc(Cl)cc2)c(=O)oc2ccccc12	-15	4	-3	-14	-3	-1	2	1.3	-1	-11	0.3
Cc1cccc(C)c1NC(=S)N(Cc1cccnc1)Cc1ccccc1Cl	nt	-2	-10	-12	2	nt	2	-0.5	-2	-8	nt
COc1ccc(CCC(C)NCc2ccc(C(F)(F)F)cc2)cc1 (centres undefined)	14	-3	292	-11	-15	-1	2	0.0	27	-1	8.3
CCCNC(=O)COC(=O)/C(C#N)=C/c1cc(C)n(CCC)c1C	-6	-1	7	2	5	-2	-1	1.1	2	-2	-0.3
COc1ccc(-c2nnn(CC(=O)c3ccccc3)n2)cc1OC	-14	-7	-3	-2	-10	-2	3	-1.0	-1	-1	-0.3
Cc1cc(C2=NNC(=NCCc3ccccc3)SC2)c(C)n1-c1c(C)n(C)n(-c2ccccc2)c1=O	0	-2	-1	-11	-2	-8	3	-1.6	5	3	-0.7
CSc1ccccc1C(=O)Nc1cccc(C(C)O)c1 (centres undefined)	-4	-11	7	4	-2	1	-2	6.5	0	31	0.1
COc1cc(CCCN2C(N)=NC[C@@H]2Cc2ccc(O)cc2)cc(OC)c1OC	10	-4	-5	-10	-2	2	-1	-0.2	nt	7	-1.6
CCOC(=O)C(=O)N=Nc1c(O)n(C)c2ccccc12	-4	-7	132	-1	1	-2	1	0.9	-3	16	2.3
O=C(O)c1ccccc1-c1ccccc1C(=O)Nc1ccc(-c2nc3cc(Cl)ccc3o2)cc1	-21	2	-17	1	-18	1	-6	0.1	5	19	-1.1
CCOC(CNC(=O)c1ccc2nc(N3CCC(C)CC3)sc2c1)OCC	3	6	4	-14	-7	0	-5	-2.3	9	1	-1.8
O=C(c1ccc(Cl)c([N+](=O)[O-])c1)N(Cc1ccco1)C1CCS(=O)(=O)C1 (centres undefined)	2	-1	4	5	0	0	-5	-2.3	15	-13	-1.1
CCOC(=O)CN1C(=O)C(=O)N(Cc2c(C)cc(C)cc2C)C1=O	-22	-7	-21	-17	-23	-5	-2	0.1	-5	nt	0.3
COc1ccc(C(=O)c2c[nH]c(C(=O)NCC3CCCO3)c2)cc1 (centres undefined)	9	-6	13	-12	-12	0	1	-1.9	0	-1	-2.2
CSCC[C@H](N)C(=O)N1CCC(C(=O)N[C@H](C)C(=O)Nc2ccc(C(C)C)cc2)CC1	6	-6	49	-13	-10	-5	-1	-1.0	-1	-1	2.4
O=C(CCNC(=O)c1ccc(Br)cc1)Nc1ccccc1N1CCCC1	-6	-5	nt	-4	-2	6	-7	0.0	17	3	0.5

Complete entries from above. Values in the order: PfHsp90 yeast 2	Cardiac RTF inh	Mot1-301 SUMO	PvdQ acylase	dFosB act	Keap1-Nrf2 PPI	cardiac RTF act	CDK5 inh	NSD2 inh	Rtt109 HAT inh	LANA DNA inh
O=C(c1ccc(Cl)c([N+](=O)[O-])c1)N(Cc1ccco1)C1CCS(=O)(=O)C1 (centres undefined) is listed with 2	-1	4	5	0	0	-5	-2.3	15	-13	-1.1
CCCNc1c(NC(=O)COc2ccc(Cl)cc2)c(=O)oc2ccccc12 is listed with -15	4	-3	-14	-3	-1	2	1.3	-1	-11	0.3
O=C(O)c1ccccc1-c1ccccc1C(=O)Nc1ccc(-c2nc3cc(Cl)ccc3o2)cc1 is listed with -21	2	-17	1	-18	1	-6	0.1	5	19	-1.1
CSCC[C@H](N)C(=O)N1CCC(C(=O)N[C@H](C)C(=O)Nc2ccc(C(C)C)cc2)CC1 is listed with 6	-6	49	-13	-10	-5	-1	-1.0	-1	-1	2.4
O=C(CCNC(=O)c1ccc(Br)cc1)Nc1ccccc1N1CCCC1 is listed with -6	-5	nt	-4	-2	6	-7	0.0	17	3	0.5

Returning to the listing; the two compounds before the break are reprinted first.
SMILES	PfHsp90 yeast 2	Cardiac RTF inh	Mot1-301 SUMO	PvdQ acylase	dFosB act	Keap1-Nrf2 PPI	cardiac RTF act	CDK5 inh	NSD2 inh	Rtt109 HAT inh	LANA DNA inh
CSCC[C@H](N)C(=O)N1CCC(C(=O)N[C@H](C)C(=O)Nc2ccc(C(C)C)cc2)CC1	6	-6	49	-13	-10	-5	-1	-1.0	-1	-1	2.4
O=C(CCNC(=O)c1ccc(Br)cc1)Nc1ccccc1N1CCCC1	-6	-5	nt	-4	-2	6	-7	0.0	17	3	0.5
CCn1c(SCc2cc(=O)n3ccsc3n2)nc2ccccc21	-26	0	40	-14	-10	-3	7	1.2	-1	-2	-1.7
CCOC(=O)N1CCN(C(=O)Cn2nc(C)n3nc(-c4ccc(OC)cc4)cc3c2=O)CC1	-1	-1	-18	8	-3	4	-3	1.3	2	19	0.8
COc1ccc(CNC(=O)CN(Cc2ccccc2)S(=O)(=O)c2ccc(Cl)cc2)cc1	-43	3	679	-6	-5	-2	1	-1.1	-3	2	-1.2
COc1ccccc1CNC(=O)c1ccc(NC2=NC3CS(=O)(=O)CC3S2)cc1 (centres undefined)	27	3	-4	-4	2	0	5	0.7	-3	-8	-0.8
CCOC(=O)N1CCN(Cc2ccc(OCC(O)CN3CCCCC3)cc2)CC1 (centres undefined)	-21	-12	3	-15	-7	-4	3	0.8	1	4	0.9
CC(C)c1nnc(NC(=O)COc2ccc3c(c2)OCO3)s1	-9	-12	-1	-12	-10	1	-2	-1.9	0	3	0.6
CCN(C(=O)CSc1nnc(-c2c[nH]c3ccccc23)o1)C1CCS(=O)(=O)C1 (centres undefined)	-8	-15	304	-15	1	-4	9	-2.3	nt	8	-1.0
Cc1cc(-c2ccccc2)nc(N/N=C/c2cccnc2)n1	16	-3	-15	5	-5	-2	-6	0.5	-6	3	-2.0
COc1ccc(CN2C(=O)C(=O)N(CC(N)=O)C2=O)cc1	14	-4	719*	-16	7	-6	1	0.4	-7	3	-0.5
O=C1C(C2=NC(c3ccccn3)C3C(=O)N(c4ccc(OC(F)(F)F)cc4)C(=O)C23)=C(O)c2ccccc21 (centres undefined)	17	4	-12	-6	9	2	-5	1.0	2	-6	-1.7
